# Source: PubChem (Broad Institute)
# ARNT TACC3 PPI: disruptors of human ARNT/TACC3 interaction. AlphaScreen His-ARNT PAS-B/GST-TACC3 binding, luminescence; TACC3 fragment carries E629A point mutation. inhibition, % at 9.99 µM. AID 623870. hit rate 0.66% among 390,000;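 active = mean inhibition of replicates at least 50% and at least half of replicates each reaching 50%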;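 also: 0% = complete ARNT plus TACC3 wells and 100% = ARNT alone without TACC3; many hits fall short of the cut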
# ERp5 inh: blocks human ERp5 reductase activity on insulin; ERp5 insulin aggregation, absorbance 650 nm, 90 min; AID 651711; inhibition, % at 9.99 µM; Q15084; hit rate 0.05% among 350,000;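 active = mean replicate inhibition above about 25%, with every replicate also reaching it, limit read from the data, passing the limit was not always enough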
# Target sequence (Q15084 whole entry, looked up): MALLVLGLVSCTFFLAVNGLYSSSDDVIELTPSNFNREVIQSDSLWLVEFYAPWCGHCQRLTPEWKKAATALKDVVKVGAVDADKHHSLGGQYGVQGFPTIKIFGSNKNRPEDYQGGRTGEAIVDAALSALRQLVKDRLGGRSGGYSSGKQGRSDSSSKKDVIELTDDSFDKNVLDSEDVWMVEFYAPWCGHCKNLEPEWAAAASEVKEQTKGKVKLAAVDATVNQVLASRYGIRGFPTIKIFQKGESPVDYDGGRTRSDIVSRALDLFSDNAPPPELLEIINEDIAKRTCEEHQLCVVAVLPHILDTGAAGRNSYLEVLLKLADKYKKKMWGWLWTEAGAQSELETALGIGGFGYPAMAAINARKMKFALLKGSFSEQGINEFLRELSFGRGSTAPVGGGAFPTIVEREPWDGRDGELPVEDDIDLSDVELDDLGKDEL
# RAD54 inh: blocks human RAD54 Holliday junction branch migration. Q92698. FAM/BHQ fluorescence. inhibition, % at 10.4 µM. hit rate 0.14% among 360,000. AID 602329;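 active = mean normalized replicate activity at least 40 and at least half of replicates scoring 40 or more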;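 also: 0% = median of neutral control wells and 100% = median of positive control wells; inhibitors cause a drop in the FAM fluorescence signal; in these data hits start at about 50%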
# PglD DTNB: inhibitors of Campylobacter jejuni PglD acetyltransferase; purified PglD enzyme, DTNB colorimetric CoA detection; inhibition, % at 12.5 µM; hit rate 0.098% among 360,000; in the data active = inhibition above about 16%, passing the limit was not always enough; also: strong numbers were not always called active
# esBAF inh: SWI/SNF esBAF complex inhibition | reporter increase, % at 12.5 µM | mouse ES cells, Bmi1-luciferase knock-in reporter, 24 h; 100% = twice the neutral-well signal | hit rate 2% among 350,000; in the data active = activation above about 40%;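 also: 0% = median of the plate's neutral control wells and 100% = double that signal; a rise in the Bmi1 reporter signal indicates esBAF inhibition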
# RAD52 anneal inh: blocks human RAD52 DNA annealing | P43351 | hit rate 0.46% among 360,000 | recombinant RAD52 DNA annealing, FRET fluorescence | inhibition, % at 18.7 µM;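 active = every replicate showing at least 50% inhibition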
# E-sel inducer: E-selectin induction on HUVECs; P16581; HUVEC E-selectin immunofluorescence imaging; normalized: neutral wells 0, TNF-alpha wells 100; activation, % at 7.58 µM; hit rate 0.37% among 260,000; AID 686992;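 active = mean E-selectin-positive cell signal at least 10% of the positive control, reached in at least 60% of replicates, without over 20% cell loss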;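 also: in these data hits start at about 27%; measured in HUVEC primary endothelial cells; signal is the percent of cells scored E-selectin positive by PE staining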
# Target sequence (P16581 whole entry, looked up): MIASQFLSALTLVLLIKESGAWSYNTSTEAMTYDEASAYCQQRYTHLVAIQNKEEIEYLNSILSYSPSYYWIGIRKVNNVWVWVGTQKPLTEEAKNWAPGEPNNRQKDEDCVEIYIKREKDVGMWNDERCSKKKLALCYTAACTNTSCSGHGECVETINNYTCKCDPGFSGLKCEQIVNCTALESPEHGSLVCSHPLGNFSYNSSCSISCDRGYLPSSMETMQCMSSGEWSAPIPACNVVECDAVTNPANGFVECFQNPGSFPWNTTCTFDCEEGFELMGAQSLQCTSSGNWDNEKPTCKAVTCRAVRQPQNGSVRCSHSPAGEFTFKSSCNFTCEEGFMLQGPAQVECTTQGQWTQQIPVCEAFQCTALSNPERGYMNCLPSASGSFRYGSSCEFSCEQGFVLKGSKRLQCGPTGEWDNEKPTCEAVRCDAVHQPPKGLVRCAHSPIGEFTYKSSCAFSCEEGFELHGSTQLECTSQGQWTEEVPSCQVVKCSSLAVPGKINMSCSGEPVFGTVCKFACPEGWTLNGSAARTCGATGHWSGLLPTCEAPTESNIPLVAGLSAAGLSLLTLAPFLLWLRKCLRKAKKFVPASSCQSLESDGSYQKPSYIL
#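 Test system: HUVEC; input: 3,000 HUVEC/well; measured by: immunofluorescence imaging; read-out: % PE-positive cells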
# CASP6 VEID inh: caspase-6 (human) enzyme inhibition; purified caspase-6, Z-VEID-R110 cleavage fluorescence; inhibition, % at 12.5 µM; hit rate 0.53% among 350,000; AID 686996;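 active = mean inhibition across replicates at least about 35%, with every replicate also reaching that limit, limit read from the data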;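 also: 0% = median of neutral control wells and 100% = no fluorescence left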
# * marks the source's active call; other numbers are inactive results; / = no result given.
SMILES,ARNT TACC3 PPI,ERp5 inh,RAD54 inh,PglD DTNB,esBAF inh,RAD52 anneal inh,E-sel inducer,CASP6 VEID inh
C[C@@H]1CN([C@H](C)CO)S(=O)(=O)c2ccc(C3=CCCC3)cc2O[C@@H]1CN(C)CC1CCCCC1,14,0,-3,2,-1,13,0.5,2
CCCCNC(=O)Nc1ccccn1,7,/,0,8,6,/,/,/
O=C(CCN1CCCCC1)N[C@H]1CC[C@H](CCn2cc(-c3ccc(F)cc3)nn2)O[C@H]1CO,2,-2,4,0,-1,-1,-0.3,3
CN1C(=O)c2cc(NC(=O)Cc3ccccc3)ccc2OC[C@H]2O[C@@H](CC(=O)NCC3CC3)CC[C@H]21,-2,4,2,2,3,0,-0.2,2
COc1ccc(C(CNC(=O)c2cccc(NS(=O)(=O)c3ccc(C)c(F)c3)c2)N2CCOCC2)cc1 (centres undefined),-1,6,-10,1,2,-10,-0.8,-3
CCOc1cc(C(=S)N2CCCC2)ccc1OCc1ccccc1,27,6,-2,-1,-7,6,0.5,1
O=c1[nH]cc(CCCc2ccccc2)c(=O)[nH]1,/,5,-4,6,/,-5,0.2,/
Cc1c(Cl)cccc1NC(=S)N(Cc1ccco1)C(C)c1ccccn1 (centres undefined),-5,3,/,/,3,-12,7.0,4
Cc1nnc(SC(C)C(=O)Nc2ccc3ccccc3c2)n1C (centres undefined),3,0,3,-2,-5,2,/,0
COc1ccc(NC(=S)N2N=CCC2c2ccccc2)cc1 (centres undefined),3,/,-2,8,35,/,/,/
COc1ccc(NC(=O)COC(=O)COc2cccc3c2OC(C)(C)C3)cc1,1,-1,/,/,/,-7,-2.0,2
Cc1cc(S(=O)(=O)N2CCCC(N(C)CCc3ccccn3)C2)c(C)s1 (centres undefined),-10,0,-9,1,-3,-1,/,-5
C[C@H]1CN([C@@H](C)CO)C(=O)c2cccc(NS(=O)(=O)c3ccc(F)cc3)c2O[C@@H]1CN(C)S(=O)(=O)c1ccc(F)cc1,-2,8,-3,0,3,-8,0.0,-3
Nc1ccc(S(=O)(=O)NC2(C(F)(F)F)NC(=O)N(c3ccc(F)cc3)C2=O)cc1 (centres undefined),-1,-2,1,8,-5,-17,/,-9
Cn1c(=O)[nH]c(=O)c2c1ncn2CCCc1ccccc1,-7,/,-3,-3,-7,/,/,/
CCOC(=O)CCC1(C(=O)OC)C(=O)CCCCCC=C1C(=O)OC (centres undefined),/,2,2,-1,-3,-7,-0.1,0
O=C(NCCc1c[nH]c2ccccc12)c1ccc2[nH]c(=O)c(=O)[nH]c2c1,1,2,6,1,-5,-8,/,-1
CC(C)c1c(C(=O)N/N=C/c2c[nH]c3ccccc23)nnn1-c1nonc1N,6,-1,-2,3,5,-22,/,2
OC(CNCCc1ccc(Cl)cc1)COCc1ccco1 (centres undefined),-13,/,1,3,-5,/,/,/
C[C@@H]1CN([C@H](C)CO)C(=O)c2cccc(NS(=O)(=O)c3ccccc3)c2O[C@H]1CN(C)C(=O)Nc1ccc(F)cc1,4,1,-9,0,-3,0,-0.2,0
COc1ccc(S(=O)(=O)Nc2ccc3c(c2)CC(=O)N([C@@H](C)CO)C[C@@H](C)[C@H](CN(C)C(=O)NC(C)C)O3)cc1,5,-3,-2,2,4,1,-2.7,1
Cc1cc(C(=O)OCC(=O)NCc2ccc(F)cc2)c2ccccc2n1,/,-6,4,1,-2,-6,/,4
CCCCn1c(N)c(N(CC)C(=O)c2cccc(S(=O)(=O)N3CCCc4ccccc43)c2)c(=O)[nH]c1=O,1,7,8,2,-9,-18,2.0,2
COc1ccccc1CN1[C@@H]2Cn3c(ccc(C4=CCCC4)c3=O)[C@H]1[C@@H](C(=O)N(C)C)[C@@H]2CO,5,0,-6,-27,-4,-29,0.2,-2

# Arranged by value in RAD52 anneal inh (lowest first): 5 from the list above
SMILES,ARNT TACC3 PPI,ERp5 inh,PglD DTNB,esBAF inh,RAD52 anneal inh,CASP6 VEID inh
CC(C)c1c(C(=O)N/N=C/c2c[nH]c3ccccc23)nnn1-c1nonc1N,6,-1,3,5,-22,2
Nc1ccc(S(=O)(=O)NC2(C(F)(F)F)NC(=O)N(c3ccc(F)cc3)C2=O)cc1 (centres undefined),-1,-2,8,-5,-17,-9
O=C(NCCc1c[nH]c2ccccc12)c1ccc2[nH]c(=O)c(=O)[nH]c2c1,1,2,1,-5,-8,-1
CCOC(=O)CCC1(C(=O)OC)C(=O)CCCCCC=C1C(=O)OC (centres undefined),/,2,-1,-3,-7,0
COc1ccc(S(=O)(=O)Nc2ccc3c(c2)CC(=O)N([C@@H](C)CO)C[C@@H](C)[C@H](CN(C)C(=O)NC(C)C)O3)cc1,5,-3,2,4,1,1

# Carrying on.
SMILES,ARNT TACC3 PPI,ERp5 inh,RAD54 inh,PglD DTNB,esBAF inh,RAD52 anneal inh,E-sel inducer,CASP6 VEID inh
COc1ccccc1N1CCN(S(=O)(=O)CCNC(=O)c2ccc(Br)o2)CC1,8,-6,3,0,-5,-7,/,-2
CCCc1cc(=O)oc2c3c(cc(OCC(=O)NCc4ccncc4)c12)OC(C)(C)CC3,4,2,4,-3,11,-21,/,-2
CCn1c(CC(=O)Nc2ccccc2C)nnc1SCC(=O)NC1CCCC1,-2,5,-5,4,-12,-9,/,1
CCn1c(=O)c(C(=O)NC(C)C)c(O)c2ccccc21,-1,/,-5,4,-3,/,/,/
O=C(C[C@H]1C=C[C@@H](NC(=O)CC2CC2)[C@H](CO)O1)NCc1ccccc1,/,-1,/,/,/,7,0.0,6
COc1ccc(Nc2ncc(C#N)c(N)n2)c(OC)c1,-6,-3,5,4,/,-18,0.0,4
COc1ccccc1NC(=O)N[C@@H](Cc1c[nH]c2ccccc12)C(=O)NN,-5,4,7,3,-4,-9,/,1
COc1ccc(CC(C)N2CCN(Cc3ccccc3)CC2)cc1OC (centres undefined),7,/,-3,3,8,/,/,/
C[C@H]1CN([C@@H](C)CO)C(=O)Cc2cc(NC(=O)Nc3cccc4ccccc34)ccc2O[C@@H]1CN(C)S(C)(=O)=O,-6,6,-4,3,5,-8,-0.5,2
CN1C(=O)c2cc(NC(=O)Nc3ccc(Cl)cc3)ccc2OC[C@@H]2O[C@H](CC(=O)O)CC[C@H]21,6,4,-1,-2,2,-6,0.3,-2
CO[C@@H]1CN(C)C(=O)c2ccc(NC(=O)Nc3ccccc3Cl)cc2OC[C@@H](C)NC[C@@H]1C,/,11,/,/,/,9,-0.2,-2
COc1ccc2cc(C(=O)c3ccccc3)c(=O)oc2c1,-7,/,2,-1,66*,/,/,/
Cc1ccc(-c2cnc3c(c2)C(=O)N([C@@H](C)CO)C[C@@H](C)[C@H](CN(C)C(=O)Cc2ccncc2)O3)cc1,-9,2,2,3,3,-50,0.5,0
O=C(NCC[C@H]1CC[C@H](NS(=O)(=O)c2cccc(F)c2)[C@@H](CO)O1)c1cnccn1,-2,2,0,1,-3,-2,-0.1,0
COC(=O)C1=C(C)N(CC2CC2)C(=NCc2cc(OC)c(OC)c(OC)c2)N[C@H]1c1ccccc1,-4,-1,-1,-4,0,2,/,1
CC(=O)Cc1nsc(NC(=O)c2ccc(COc3ccccc3Cl)o2)n1,-9,0,-9,0,5,-62,-0.1,-1
O=C(C[C@H]1CC[C@@H]2[C@H](COC[C@@H](O)CN2CC2CCOCC2)O1)NCC1CC1,-13,2,-8,3,0,-1,0.1,1
Cc1ccc2[nH]cc(CCNS(=O)(=O)c3ccc(F)cc3)c2c1,-1,-2,-17,5,1,-16,1.2,0
CO[C@@H]1CN(C)C(=O)c2ccc(NC(=O)c3ccc(Oc4ccccc4)cc3)cc2OC[C@H](C)NC[C@H]1C,-8,0,20,-1,-1,44,0.3,0
CCCNC(=O)CCC(=O)Nc1ncc(-c2ccc(C)cc2)n1C,4,/,-6,-2,20,/,/,/
COCC(=O)Nc1cc(C(=O)NCC(C)C)ccc1Cl,-5,-5,/,/,/,0,0.8,-2
COc1cc(OC)cc(C(=O)NCCCCNC(=O)c2cc(OC)cc(OC)c2)c1,/,2,-10,5,/,-18,/,-3
CCOC(=O)c1cc(C)sc1NC(=S)Nc1ccccc1,-7,/,-17,5,-4,/,/,/
CC(=O)N1CCCc2cc(S(=O)(=O)N3CCCC(C)C3)ccc21 (centres undefined),2,1,-2,1,-4,-3,-0.2,-1

# Five entries already listed, sorted by length of the SMILES, descending.
SMILES,ARNT TACC3 PPI,ERp5 inh,RAD54 inh,PglD DTNB,esBAF inh,RAD52 anneal inh,E-sel inducer,CASP6 VEID inh
Cc1ccc(-c2cnc3c(c2)C(=O)N([C@@H](C)CO)C[C@@H](C)[C@H](CN(C)C(=O)Cc2ccncc2)O3)cc1,-9,2,2,3,3,-50,0.5,0
CO[C@@H]1CN(C)C(=O)c2ccc(NC(=O)c3ccc(Oc4ccccc4)cc3)cc2OC[C@H](C)NC[C@H]1C,-8,0,20,-1,-1,44,0.3,0
O=C(NCC[C@H]1CC[C@H](NS(=O)(=O)c2cccc(F)c2)[C@@H](CO)O1)c1cnccn1,-2,2,0,1,-3,-2,-0.1,0
CCCNC(=O)CCC(=O)Nc1ncc(-c2ccc(C)cc2)n1C,4,/,-6,-2,20,/,/,/
COCC(=O)Nc1cc(C(=O)NCC(C)C)ccc1Cl,-5,-5,/,/,/,0,0.8,-2

# The list continues.
SMILES,ARNT TACC3 PPI,ERp5 inh,RAD54 inh,PglD DTNB,esBAF inh,RAD52 anneal inh,E-sel inducer,CASP6 VEID inh
CCOC(=O)Cn1c(=O)oc2cc(S(=O)(=O)N(C)Cc3ccccc3)ccc21,-4,2,-11,-3,-6,-8,-0.3,-1
Cc1ccc(NC(=O)c2sccc2C)cc1S(=O)(=O)N(C)C,-3,/,-7,4,24,/,/,/
O=C(O)C1[C@H]2C(=O)N(Cc3cccs3)C[C@]23C=C[C@H]1O3 (some centres undefined),-5,/,4,5,-3,/,/,/
CS(=O)(=O)N(CC(=O)N1CCCC1)c1ccc2c(c1)OCCO2,-5,-13,3,1,1,-6,/,0
CCC(=O)NC[C@@H]1[C@H](c2ccc(-c3ccccc3)cc2)[C@H](CO)N1C(=O)C1CC1,-5,0,3,-3,6,-41,0.8,0
CCOC(=O)c1sc(NC(=O)CCN2CCN(C)CC2)c(C(=O)OCC)c1C,3,-2,-3,-1,-1,-11,-0.3,4
CCc1nc2c(OCC(N)=O)cccn2c1N(C)C(=O)c1cccs1,/,-1,-1,-6,-6,-6,0.2,-13
Cc1cc(Cl)ccc1C(O)c1ncc(-c2ccc(C(F)(F)F)cc2)[nH]1 (centres undefined),/,7,0,-3,-21,-4,0.5,7
CS(=O)(=O)N1CCCCN2[C@H](C1)[C@H](c1ccc(-c3cccc(C#N)c3)cc1)[C@@H]2CO,-14,/,1,4,-3,/,0.3,/
CC=Cc1ccc2n(c1=O)C[C@H]1[C@H](CO)[C@@H](C(=O)N3CCc4ccccc4C3)N(C)[C@@H]21 (mixture of isomers),/,2,/,/,/,-31,-0.3,1
CCc1ccc2oc(C(=O)N3CCN(C)CC3)cc(=O)c2c1,0,-2,-6,3,-8,-15,0.0,-2
Cn1c(/C(C#N)=C/c2cccc(O)c2)nc2ccccc21,/,-1,7,-10,28,-17,9.1,-4
COc1ccc(OC)c(-c2nnc(NC(=O)C(C)Sc3nncn3C)s2)c1 (centres undefined),0,9,8,6,-6,-3,1.4,2
C[C@H](CO)N1C[C@H](C)[C@H](CN(C)C(=O)Nc2ccc3c(c2)OCO3)Oc2c(NC(=O)Nc3ccc4c(c3)OCO4)cccc2C1=O,12,-4,-5,1,4,0,-0.3,2
C[C@H](CO)N1C[C@H](C)[C@H](CN(C)Cc2cccc(C(F)(F)F)c2)OCc2cn(nn2)CCCC1=O,-1,11,-8,0,-1,0,-0.1,-1
CCc1nnc(NC(=O)c2cc(-c3ccc(C)o3)nc3ccccc23)s1,4,2,4,-1,-3,-42,/,4
Cc1noc(C)c1NC(=O)N[C@@H]1CC[C@@H](CCNC(=O)C2CC2)O[C@H]1CO,-4,5,0,-1,-5,-5,-0.1,-4
CCc1cc2ccccc2nc1SCC(=O)NC1CCCC1,-2,-1,-3,-4,-3,-12,/,-5
CSCCC(NC(=O)c1cc(C)oc1C)C(=O)O (centres undefined),-1,/,0,1,-2,/,/,/
O=C(NCc1ccc(F)cc1)c1cc(C2CCCN(C(=O)c3cccs3)C2)on1 (centres undefined),/,-1,-6,4,-1,-15,-0.2,-1
